# Screens: PubChem, University of Kansas High Throughput Screening Laboratory
# mHTT-CaM PPI inh: mHTT-calmodulin interaction abrogation; P42858; AlphaScreen His-mHTT/GST-CaM binding, luminescence; inhibition, % at 15 µM; hit rate 3.6% among 190,000;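 also: 0% = both proteins with DMSO and 100% = one protein alone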
# Target sequence (P42858 whole entry, looked up, stated change not applied): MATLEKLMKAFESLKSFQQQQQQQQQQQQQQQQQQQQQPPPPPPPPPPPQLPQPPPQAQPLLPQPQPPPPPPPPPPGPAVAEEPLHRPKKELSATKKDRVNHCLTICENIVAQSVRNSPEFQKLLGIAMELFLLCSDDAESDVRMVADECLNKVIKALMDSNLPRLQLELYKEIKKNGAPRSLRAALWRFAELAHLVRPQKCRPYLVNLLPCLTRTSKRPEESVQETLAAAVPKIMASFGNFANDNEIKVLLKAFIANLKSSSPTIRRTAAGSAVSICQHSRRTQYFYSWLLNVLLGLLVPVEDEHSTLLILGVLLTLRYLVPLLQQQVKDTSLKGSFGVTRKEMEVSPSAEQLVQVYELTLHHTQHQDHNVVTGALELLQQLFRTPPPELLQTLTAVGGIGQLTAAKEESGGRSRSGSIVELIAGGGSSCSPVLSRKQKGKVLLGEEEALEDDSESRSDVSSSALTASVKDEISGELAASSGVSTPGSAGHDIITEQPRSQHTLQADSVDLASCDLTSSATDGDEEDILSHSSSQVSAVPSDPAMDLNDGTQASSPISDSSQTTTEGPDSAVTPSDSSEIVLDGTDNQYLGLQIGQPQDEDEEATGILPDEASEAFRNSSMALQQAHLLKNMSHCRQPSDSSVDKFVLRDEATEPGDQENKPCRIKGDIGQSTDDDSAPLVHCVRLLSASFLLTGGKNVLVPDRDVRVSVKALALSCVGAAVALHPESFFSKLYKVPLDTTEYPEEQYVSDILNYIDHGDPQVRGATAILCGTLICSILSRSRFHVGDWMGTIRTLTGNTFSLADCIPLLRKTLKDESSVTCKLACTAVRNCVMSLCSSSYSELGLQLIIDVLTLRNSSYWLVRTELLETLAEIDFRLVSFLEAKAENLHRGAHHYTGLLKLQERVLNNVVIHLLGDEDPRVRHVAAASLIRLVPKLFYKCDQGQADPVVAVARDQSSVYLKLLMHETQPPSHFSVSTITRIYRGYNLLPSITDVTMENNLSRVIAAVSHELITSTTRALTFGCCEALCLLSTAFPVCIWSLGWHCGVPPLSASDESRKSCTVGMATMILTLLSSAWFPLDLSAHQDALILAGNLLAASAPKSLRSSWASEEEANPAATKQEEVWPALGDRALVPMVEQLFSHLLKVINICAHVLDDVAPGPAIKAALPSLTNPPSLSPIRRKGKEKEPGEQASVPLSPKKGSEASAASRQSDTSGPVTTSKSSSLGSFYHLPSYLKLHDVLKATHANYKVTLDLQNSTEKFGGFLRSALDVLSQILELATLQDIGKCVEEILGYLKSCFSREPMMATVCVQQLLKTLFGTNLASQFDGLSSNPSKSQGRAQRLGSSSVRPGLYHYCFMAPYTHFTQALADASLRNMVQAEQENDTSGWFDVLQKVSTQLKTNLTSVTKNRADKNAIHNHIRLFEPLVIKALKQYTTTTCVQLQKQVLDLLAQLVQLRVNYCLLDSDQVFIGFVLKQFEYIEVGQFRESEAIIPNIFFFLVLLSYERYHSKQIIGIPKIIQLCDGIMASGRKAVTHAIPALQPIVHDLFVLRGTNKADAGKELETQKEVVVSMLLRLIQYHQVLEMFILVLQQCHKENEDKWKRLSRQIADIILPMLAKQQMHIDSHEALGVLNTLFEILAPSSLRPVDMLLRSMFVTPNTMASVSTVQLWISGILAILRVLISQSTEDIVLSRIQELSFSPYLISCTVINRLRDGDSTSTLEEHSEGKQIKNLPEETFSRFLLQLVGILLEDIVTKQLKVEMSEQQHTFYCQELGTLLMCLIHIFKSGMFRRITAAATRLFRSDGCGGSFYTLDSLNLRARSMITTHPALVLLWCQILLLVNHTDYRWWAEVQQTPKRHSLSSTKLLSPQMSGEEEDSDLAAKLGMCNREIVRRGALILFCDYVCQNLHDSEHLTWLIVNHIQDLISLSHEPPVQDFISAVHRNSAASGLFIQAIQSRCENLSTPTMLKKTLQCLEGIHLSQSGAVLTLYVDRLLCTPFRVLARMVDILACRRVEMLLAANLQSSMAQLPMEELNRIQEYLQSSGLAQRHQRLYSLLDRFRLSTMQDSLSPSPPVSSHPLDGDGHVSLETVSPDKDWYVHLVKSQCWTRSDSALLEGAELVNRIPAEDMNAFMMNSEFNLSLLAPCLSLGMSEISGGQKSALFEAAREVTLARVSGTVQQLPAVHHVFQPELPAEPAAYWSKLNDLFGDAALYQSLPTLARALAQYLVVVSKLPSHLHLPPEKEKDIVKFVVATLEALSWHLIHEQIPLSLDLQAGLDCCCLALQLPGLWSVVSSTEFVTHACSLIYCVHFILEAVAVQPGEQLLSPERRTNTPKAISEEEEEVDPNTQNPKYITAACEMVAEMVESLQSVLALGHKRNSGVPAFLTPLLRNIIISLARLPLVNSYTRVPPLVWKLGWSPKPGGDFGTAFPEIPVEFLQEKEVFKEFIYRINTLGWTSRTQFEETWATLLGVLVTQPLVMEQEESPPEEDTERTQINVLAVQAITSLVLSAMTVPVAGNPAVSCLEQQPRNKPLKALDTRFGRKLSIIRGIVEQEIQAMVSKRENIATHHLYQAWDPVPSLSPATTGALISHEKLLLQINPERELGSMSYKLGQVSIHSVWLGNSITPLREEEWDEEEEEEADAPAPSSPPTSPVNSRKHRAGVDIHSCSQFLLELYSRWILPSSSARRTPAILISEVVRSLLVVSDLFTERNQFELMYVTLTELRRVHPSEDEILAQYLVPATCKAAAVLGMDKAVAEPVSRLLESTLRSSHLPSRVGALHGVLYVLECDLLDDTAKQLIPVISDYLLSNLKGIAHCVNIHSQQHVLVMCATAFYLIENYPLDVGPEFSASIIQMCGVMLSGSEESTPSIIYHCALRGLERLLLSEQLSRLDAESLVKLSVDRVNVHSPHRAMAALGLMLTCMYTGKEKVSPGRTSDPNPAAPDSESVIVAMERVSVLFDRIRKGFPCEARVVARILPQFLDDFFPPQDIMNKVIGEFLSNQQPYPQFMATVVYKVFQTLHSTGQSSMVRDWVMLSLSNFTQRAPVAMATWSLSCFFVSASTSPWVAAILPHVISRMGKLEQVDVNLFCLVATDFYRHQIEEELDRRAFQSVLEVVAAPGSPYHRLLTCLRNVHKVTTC
# Pf apPOL block: Pf-apPOL DNA polymerase inhibition; AID 1794808; hit rate 0.25% among 210,000; inhibition, % at 10 µM; Recombinant Pf-apPOL, molecular beacon fluorescence, 1.5 h
# Active calls of the source: *; · = not tested or not shown; & = joins results of further samples. Rule as the data show it: active = inhibition above about 50%; inactive = the rest.
# Each structure is followed by: mHTT-CaM PPI inh	Pf apPOL block
c1ccc(C2=NN3C(C2)c2ccccc2OC3c2ccc3ccccc3c2)cc1 (stereo not drawn)
  -5	·
O=C(c1nc(SCc2ccc(Cl)cc2)n2ccccc12)C(F)(F)F
  ·	1
CCCC(=O)N1CCc2c(c(C(=O)NCc3cccc(C)c3)nn2C)C1
  36	-8
COCCNC(=O)C(C)C1CCN(C(=O)c2sc(-c3ccc(C)cc3)nc2C)CC1 (stereo not drawn)
  10	-3
Cc1ccc(NC(=O)Cn2[nH]c3c(cnc4ccc(F)cc43)c2=O)c(C)c1
  0	2
CCOc1ccccc1C(=O)Nc1cc(OC)c(NC(=O)c2ccccc2)cc1OC
  3	-7
Cc1cccc(N(CC(=O)N2CCCC2)S(C)(=O)=O)c1C
  0	5
Cc1c(NC(=O)c2ccc(Cl)c(Cl)c2)cccc1[N+](=O)[O-]
  1	-4
CCOC(=O)C1CCN(C(=O)C2Cc3ccccc3N3CCOCC23)CC1 (stereo not drawn)
  26	1
COc1cccc(C2NC(=O)c3c(sc4c3CCN(C)C4)N2)c1OC (stereo not drawn)
  14	-4
Cc1cc([N+](=O)[O-])ccc1-c1cc2ccccc2oc1=O
  -1	13
Cc1noc(-c2nn(C)c3c2CN(C(=O)c2sccc2C)CC3)n1
  5	2
COc1cccc(CN2CCc3nc(Nc4ccccc4)ncc3C2)c1
  44	-3
COC(=O)[C@H](CC(C)C)N(CCc1cn(Cc2ccccc2)nn1)S(=O)(=O)c1ccccc1Br
  -1	-9
O=C(O)C=CC(=O)NNC(=O)c1ccccc1[N+](=O)[O-]
  ·	0
CN(C)Nc1ccc([N+](=O)[O-])c(NN(C)C)c1C#N
  ·	-11
Cc1cc(C)cc(-n2c(CN3CCN(C(=O)NC4CCCCC4)CC3)nc3cccnc32)c1
  -1	-3
Cc1ccc2cc(CCNC(=O)C34CC5CC(CC(C5)C3)C4)c(=O)[nH]c2c1C
  -3	-3
Cc1cc(C)c(S(=O)(=O)N2CCCc3ccccc32)cc1[N+](=O)[O-]
  3	-2
CC(C)c1nc2sc3c(c2c(=O)[nH]1)CC(C)(C)OC3
  0	-6
Cc1cc(Sc2ccccn2)c2ccccc2n1
  -8	-6
CCc1nnc(NC(=O)c2ccc(S(=O)(=O)N3CCCCC3CC)cc2)o1 (stereo not drawn)
  28	-8
CN(C)CCN(Cc1ccccc1)C(=O)C1CCN(CC2CCCCC2)CC1
  3	-2
COc1ccc(C2=N/C(=C\c3cccs3)C(=O)O2)c(Br)c1
  1	-2
COc1cccc(OCC2CN(C(=O)c3ccccc3Cl)CCO2)c1 (stereo not drawn)
  -7	-5
CC(C)NC(=O)c1ccccc1NC(=O)c1ccc(N(C)S(=O)(=O)c2ccccc2)cc1
  -7	-7
Cc1nn(Cc2ccccc2)c2c1C(c1ccccc1[N+](=O)[O-])C(C#N)=C(N)O2 (stereo not drawn)
  0	-2
Cc1nc(-c2cccs2)sc1C(=O)C=CN(C)C
  ·	-8&-3
CN(CC(=O)Nc1ccccc1F)S(=O)(=O)c1ccc(Br)s1
  -5	10
CCSc1nnc(NC(=O)CSCc2ccco2)s1
  -1	-1
CCc1sc(-c2cc3cc([N+](=O)[O-])ccc3oc2=O)nc1-c1ccccc1
  12	0
COc1ccccc1N1CCN(CC(O)COc2ccc(Cl)cc2)CC1 (stereo not drawn)
  25&16	-3&-1
COc1ccc2nc(-c3ccc(C)c(NC(=O)c4c(F)cccc4Cl)c3)cn2n1
  8	-3
Cc1cc(NS(=O)(=O)c2ccc(NC(=O)COc3ccc(Cl)cc3)cc2)nc(C)n1
  2	-3
O=C1NN(c2ccccc2)C(SCc2ccccc2Cl)=Nc2ccccc21
  ·	6
CC(=O)N(C)c1nnc(C23CC4CC(CC(C4)C2)C3)s1
  -1	3
CCOc1cccc(C2CC(c3ccc(OC)cc3)=NC3(CCN(C)CC3)N2)c1O (stereo not drawn)
  7	3
CC1CCN(C(=O)COc2ccc(-c3cnc4ccccc4n3)cc2)CC1
  -6	-2
Cc1ccc(NC(=O)Cn2cc3c(n2)CCC(C)C3)c(C)c1 (stereo not drawn)
  -9	-3
COc1ccc(Nc2ncc(C#N)c(Nc3ccccc3)c2C#N)cc1
  6	-2
Cc1cc(C(F)(F)F)c(C#N)c(SC2CC(=O)N(c3ccccc3)C2=O)n1 (stereo not drawn)
  7	5
Cc1nc2c(C(=O)NC3CC3)cnn2c(C)c1Cc1ccccc1Br
  23	-11
CC1CCCN(c2nn(CC(=O)Nc3cc(F)cc(F)c3)c(=O)c3ccccc23)C1 (stereo not drawn)
  -4	2
Cc1nc(SCc2ccccc2)n(C)c(=O)c1Cc1ccccc1
  -30	1
CCc1cccc(NC(=O)N2CCc3c(c(-c4nc(-c5ccccc5)no4)nn3C)C2)c1
  4	-4
S=C(Nc1ccc(Cl)cc1Cl)N1CCCC1c1cccs1 (stereo not drawn)
  ·	-4
CC1=C(C(=O)Nc2cc(Cl)ccc2Cl)C2(CCC(C)CC2)OC1=O (stereo not drawn)
  -10	-2
Cc1cc(C)cc(C(=O)N2CCC(c3noc(-c4ccccc4)n3)CC2)c1
  -4	2
Cc1ccc(CN2CCCN(c3cccc(NC(=O)C4CC4)c3)C2=O)cc1
  8	-3
O=C(CCNS(=O)(=O)c1ccc(Cl)cc1)N1CCC2(CC1)OCCO2
  2	-2
Cc1oc(C2CCN(S(=O)(=O)c3ccccc3Cl)CC2)nc1C(=O)N1CCCC1
  5	-5
COc1ccccc1CNC(=O)c1cnn2c3c(cnc12)CC(C)CC3 (stereo not drawn)
  5	1
Cc1cc(C)c(S(=O)(=O)N2CCCC2c2nc(-c3ccc(F)cc3)no2)c(C)c1 (stereo not drawn)
  -9	0
C=CCc1cccc2cc(C(=O)OCC(=O)c3ccccc3)c(=O)oc12
  -1	-2
CC1=C(C(N)=O)C(c2cccc(OCc3ccccc3)c2)n2ncnc2N1 (stereo not drawn)
  -5	-10
CCOc1ccccc1NC(=O)c1cc(S(=O)(=O)NC2CCCCC2C)ccc1F (stereo not drawn)
  31	-9
COc1ccc(CCNC(=O)c2cn(C)nc2C)cc1OC
  -12	-8
O=C(O)CCC(=O)Nc1ccc(Cl)cc1C(=O)c1ccccc1
  -23	-2
CCC(=O)N1CCc2c(C(=O)N(C)C)cccc21
  -6	0
O=C(Nc1cnc(-c2ccccc2)nc1)c1ccc(Cl)cc1
  -2	-2

# Later entries.
# Each structure is followed by: mHTT-CaM PPI inh	Pf apPOL block
COc1ccc(CN2CCc3nc(N4CCN(c5ncccn5)CC4)ncc3C2)c(OC)c1
  100*	-1
CC(=O)Oc1ccc2c(=O)c(Oc3ccccc3)c(C)oc2c1
  19	0
CCc1[nH]c(=S)[nH]c(=O)c1C#N
  ·	7
COc1cccc2c1OC1(C)CC2NC(=O)N1c1cccc(Cl)c1 (stereo not drawn)
  -4	-4
O=C(CSc1nnnn1-c1ccccc1)N1CCC(c2noc3ccc(F)cc23)CC1
  -9	-10
N#Cc1ccc(/C=c2\sc3nc4ccccc4n3c2=O)cc1
  3	1
O=C1c2cccnc2C(=O)N1c1ccc(Oc2ccc(N3C(=O)c4cccnc4C3=O)cc2)cc1
  99*	-3
CC1CCC2(CCC(=O)N2CCCOC(=O)c2ccccc2)CC1 (stereo not drawn)
  16	-8
CCCCNC(=O)NC(=O)c1c(Cl)cc(Cl)nc1Cl
  -8	-3
CCN(CCCNC(=O)c1cn(C)c(=O)c2c1c1ccccc1n2C)c1cccc(C)c1
  -1	-2
Brc1ccc(C2C=C(c3ccccc3)Nc3ncnn32)cc1 (stereo not drawn)
  3	-5
COCC(=O)N1CCc2c(c(C(=O)NCc3cccc(C)c3)nn2C)C1
  -2	-3
Nc1ccc(OCC(O)C[n+]2ccccc2)cc1 (stereo not drawn)
  -5	·
O=C(c1ccc2ncccc2c1)N1CCc2c(nc(-c3ccc(F)cc3)[nH]c2=O)C1
  11	36
O=C(Nc1cc2cc(Cl)ccc2oc1=O)c1ccc(-c2ccccc2)cc1
  9	-10
COc1ccc(NC(=O)CCc2cccc3[nH]ccc23)c(C)c1
  3	-1
COCCNS(=O)(=O)c1cc(C)c(C)cc1OC
  -4	12
CSc1nnc(CCc2c(C)[nH]c(=O)[nH]c2=O)o1
  -14	-7
CCc1ccc(C(=O)NCCC(O)C(C)(C)C)cc1 (stereo not drawn)
  -6	-10
O=C(c1cc2n(n1)C(C(F)(F)F)CC(c1ccccc1)N2)N1CCCc2ccccc21 (stereo not drawn)
  3	-16
CCOc1ccc(-c2c(C#N)c(N)nc(SCC(=O)c3ccc(OC)cc3)c2C#N)cc1
  -1	-23
O=C(Nc1ccc(I)cc1)C1COc2ccccc2O1 (stereo not drawn)
  -37	-7
C=CCn1c(N=Cc2ccc(OC)cc2)nc2ccccc21
  14	0
CCCN1CCN(c2ncc3c(n2)CCN(Cc2ccc(Br)cc2)C3)CC1
  32	-4
COC(=O)c1c(C)oc(C)c1S(=O)(=O)N1CCN(C2c3ccccc3-c3ccccc32)CC1
  ·	5
O=C1CN(C(=O)c2cccc(Cl)c2)C(c2ccc(F)cc2)c2cc(Br)ccc2N1 (stereo not drawn)
  2	-3
COc1cccc(-c2noc(C3CCCN3C(=O)Nc3ccc(Cl)cc3)n2)c1 (stereo not drawn)
  44	-2
COc1nn(C)cc1C(=O)Nc1nn(C)c2c1C(c1ccco1)CC(=O)N2 (stereo not drawn)
  -20	-2
COc1ccc(C2=NN(C(=O)CN(C)C(C)=O)C(c3ccc(Cl)cc3)C2)cc1 (stereo not drawn)
  35	-10
COc1ccc(-n2c(SCC(=O)c3ccc(Cl)cc3)nc3[nH]ncc3c2=O)cc1
  21	-1

# A run of entries taken from the entries so far, as a working copy:
# Each structure is followed by: mHTT-CaM PPI inh	Pf apPOL block
O=C(Nc1cc2cc(Cl)ccc2oc1=O)c1ccc(-c2ccccc2)cc1
  9	-10
COc1ccc(NC(=O)CCc2cccc3[nH]ccc23)c(C)c1
  3	-1
COCCNS(=O)(=O)c1cc(C)c(C)cc1OC
  -4	12
CSc1nnc(CCc2c(C)[nH]c(=O)[nH]c2=O)o1
  -14	-7
CCc1ccc(C(=O)NCCC(O)C(C)(C)C)cc1 (stereo not drawn)
  -6	-10
O=C(c1cc2n(n1)C(C(F)(F)F)CC(c1ccccc1)N2)N1CCCc2ccccc21 (stereo not drawn)
  3	-16
CCOc1ccc(-c2c(C#N)c(N)nc(SCC(=O)c3ccc(OC)cc3)c2C#N)cc1
  -1	-23
O=C(Nc1ccc(I)cc1)C1COc2ccccc2O1 (stereo not drawn)
  -37	-7
C=CCn1c(N=Cc2ccc(OC)cc2)nc2ccccc21
  14	0
CCCN1CCN(c2ncc3c(n2)CCN(Cc2ccc(Br)cc2)C3)CC1
  32	-4
COC(=O)c1c(C)oc(C)c1S(=O)(=O)N1CCN(C2c3ccccc3-c3ccccc32)CC1
  ·	5
O=C1CN(C(=O)c2cccc(Cl)c2)C(c2ccc(F)cc2)c2cc(Br)ccc2N1 (stereo not drawn)
  2	-3
COc1cccc(-c2noc(C3CCCN3C(=O)Nc3ccc(Cl)cc3)n2)c1 (stereo not drawn)
  44	-2
COc1nn(C)cc1C(=O)Nc1nn(C)c2c1C(c1ccco1)CC(=O)N2 (stereo not drawn)
  -20	-2
COc1ccc(C2=NN(C(=O)CN(C)C(C)=O)C(c3ccc(Cl)cc3)C2)cc1 (stereo not drawn)
  35	-10
COc1ccc(-n2c(SCC(=O)c3ccc(Cl)cc3)nc3[nH]ncc3c2=O)cc1
  21	-1

# Following part
# Each structure is followed by: mHTT-CaM PPI inh	Pf apPOL block
CS(=O)(=O)N1CCC(C(=O)N(CCc2ccccc2)Cc2ccccn2)CC1
  -14	-4
O=c1c2nc(-c3ccc4c(c3)OCO4)cn2ccn1-c1cccc(Cl)c1
  1	2
COc1ccc(-c2nccc(C3CCCN(C(=O)c4ccoc4)C3)n2)cc1 (stereo not drawn)
  16	1
CC(=O)CC1(O)C(=O)N(CCC(C)C)c2ccc(C)cc21 (stereo not drawn)
  -2	-9
CCOc1ccccc1CN1C(=O)c2ccccc2C1C(=O)NC1CCCC1 (stereo not drawn)
  -1	-15
O=C(c1ccccc1C(F)(F)F)N1CCC(c2nnc(C3CC3)s2)CC1
  -4	-5
COc1ccc(Cl)cc1NC(=O)CCN1C(=O)c2ccccc2C1=O
  -6	-40
Cc1noc(C)c1CC(=O)N1CCCn2cc(-c3ccccc3)nc21
  53*	6
O=C(NCc1ccco1)Nc1cccc(Cl)c1
  5	-5
CCN(CC)c1ccc2cc(C(=O)Nc3ccc(C#N)cc3)c(=O)oc2c1
  0	1
COc1cc(C=Nc2cc(C)ccc2C)cc(OC)c1OC
  5	-2
Cc1ccc(-c2nc(C3CCN(S(=O)(=O)c4cc(C)c(C)cc4C)CC3)no2)cc1
  -4	-4
O=C(/C=C/c1ccc2c(c1)OCO2)NC1(C(=O)Nc2ccc3c(c2)OCCO3)CCCCC1
  40	-1
Cn1cc(CCNC(=O)C2CC2)c2cccnc21
  -7	1
O=C(CSc1nc2ccccc2nc1Cc1cccc([N+](=O)[O-])c1)NCc1ccccc1
  2	-2
CCN(CC)c1ccc(C(Nc2ccccn2)c2ccc3cccnc3c2O)cc1 (stereo not drawn)
  100*	-1
N#Cc1ccccc1NC(=O)CCN1C(=O)c2ccccc2C1=O
  -3	-1
Cc1ccc(C=Nc2c(C)n(C)n(-c3ccccc3)c2=O)cc1
  -4	-2
O=C1CSC(c2ccccc2)N1CC(O)c1ccc([N+](=O)[O-])cc1 (stereo not drawn)
  24	-3
COC(=O)c1ccc2c(=O)n(-c3cc(OC)cc(OC)c3)c(N3CCSCC3)nc2c1
  -7	-1
